N-glyco inh: N-linked glycosylation inhibition | D54 ERlucT glycosylation luciferase reporter, 24 h; percent of 100 nM tunicamycin response | reporter increase, % at 12.5 µM | AID 588692 | 0.23% of 360,000 active;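 active = mean luciferase reporter signal, scaled so untreated is 0 and the glycosylation-blocking control 100, at or above a set limit in every replicate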;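 also: luciferase carries N-glycosylation sites so blocking glycosylation raises the light; 0% = median of neutral control wells and 100% = median of 100 nM tunicamycin wells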
ABCB6 inh MLPCN: inhibitors of human ABC transporter ABCB6; 0.19% of 360,000 active; fluorescence ratio to DMSO, % at 10 µM; AID 602162; Q9NP58; K562-ABCB6 porphyrin accumulation, flow cytometry, 1 h; hits give low values;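 active = fluorescence ratio to DMSO below 75%, the collection mean minus 3 SD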;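 also: signal is porphyrin accumulated inside mitochondria; 100% equals median channel fluorescence of DMSO control wells; lower ratio means ABCB6 inhibition with less porphyrin fluorescence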
Target sequence (Q9NP58 whole entry, looked up): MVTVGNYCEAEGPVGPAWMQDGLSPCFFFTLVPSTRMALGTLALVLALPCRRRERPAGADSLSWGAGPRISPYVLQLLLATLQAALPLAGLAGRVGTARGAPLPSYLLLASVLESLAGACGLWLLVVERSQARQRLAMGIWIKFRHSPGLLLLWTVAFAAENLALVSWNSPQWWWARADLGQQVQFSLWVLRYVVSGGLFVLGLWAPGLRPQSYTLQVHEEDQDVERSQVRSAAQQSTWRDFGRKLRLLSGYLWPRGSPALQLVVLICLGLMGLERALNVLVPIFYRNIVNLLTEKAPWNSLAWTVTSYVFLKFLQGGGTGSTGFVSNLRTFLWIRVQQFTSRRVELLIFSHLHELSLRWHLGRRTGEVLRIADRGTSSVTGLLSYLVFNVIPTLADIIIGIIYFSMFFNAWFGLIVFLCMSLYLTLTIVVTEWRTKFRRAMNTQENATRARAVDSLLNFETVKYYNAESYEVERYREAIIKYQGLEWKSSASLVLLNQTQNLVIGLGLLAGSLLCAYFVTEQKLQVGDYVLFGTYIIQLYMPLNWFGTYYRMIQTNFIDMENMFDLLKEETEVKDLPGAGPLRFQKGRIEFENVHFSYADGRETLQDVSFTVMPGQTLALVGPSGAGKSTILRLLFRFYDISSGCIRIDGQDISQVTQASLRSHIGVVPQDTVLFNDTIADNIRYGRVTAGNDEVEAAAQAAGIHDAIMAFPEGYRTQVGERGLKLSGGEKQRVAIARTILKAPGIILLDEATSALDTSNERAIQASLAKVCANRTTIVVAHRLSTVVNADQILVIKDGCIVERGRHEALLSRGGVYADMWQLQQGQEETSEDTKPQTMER
m5-HT2A agonist: mouse HTR2A agonism via beta-arrestin recruitment | CHO-K1 mHTR2A beta-arrestin complementation, luminescence; percent of 30 µM serotonin response | 0.66% of 360,000 active | activation, % at 7.6 µM;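 active = activation above a run cutoff, the mean activation of all tested compounds plus 3 SD, cut at about 14% in these data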;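 also: 0% = plate median of compound wells and 100% = 30 µM serotonin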
SRC2 inh: human SRC2 (NCOA2) inhibition; HEK293 GAL4-SRC2 luciferase reporter, luminescence; 0.17% of 370,000 active; inhibition, % at 9 µM; Q15596;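 active = inhibition above the mean inhibition of all tested compounds plus 3 SD, set per campaign, cut at about 52% in these data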;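 also: 0% = DMSO treated cells and 100% = cells given Gossypol at 36 µM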
Cardio protect: protects H9c2 cardiomyocytes from peroxide injury. H2O2 injury protection, ATPLite, 2 h. protection from H2O2 cell death, % at 20 µM. 0.63% of 360,000 active;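 active = compounds giving at least 50% protection of heart cells from peroxide-induced death in the single-dose screen, raw or plate-pattern-corrected value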;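 also: 0% = DMSO wells with peroxide and 100% = DMSO wells without peroxide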
ABHD5 PLIN5 PPI: ABHD5-PLIN5 protein interaction inhibition; 0.78% of 360,000 active; Q00G26+Q8WTS1; inhibition, % at 4 µM; Split G. princeps luciferase complementation, luminescence, 4 h; AID 602281;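 active = inhibition above the mean inhibition across every tested compound plus 3 SD, cut at about 22% in these data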;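 also: 0% = DMSO only wells and the 100% control is not disclosed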
MC4R antag cAMP: blocks human MC4R cAMP signaling. P32245. MC4R-expressing cells, MTII-stimulated cAMP, LANCE TR-FRET. inhibition, % at 6.5 µM. 0.48% of 360,000 active. AID 540295;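 active = inhibition above its plate's cutoff, the mean of tested wells on that plate plus 3 SD, cut at about 29% in these data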;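 also: 0% = Melanotan II alone and 100% = Melanotan II plus saturating MCL0020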
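System: U2OS cells stably expressing human melanocortin 4 receptor (MC4R). Reagent: Melanotan II challenge after compound preincubation. Doses: 6.5 µM. Times: 30-min compound, 1-h challenge, 1-h detection, room temperature. Measured by: TR-FRET with Eu-cAMP and labeled anti-cAMP, 671 nm. Replicates: singlicate.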
TLR9-MyD88 block: inhibitors of human TLR9-MyD88 binding | Q9NR96+Q99836 | CHO BLA complementation TLR9-MyD88, CCF4 FRET ratio | inhibition, % at 4.98 µM | 0.21% of 340,000 active | AID 504734;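 active = inhibition above the mean over all tested compounds plus 3 SD, cut at about 21% in these data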;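 also: 0% = DMSO only wells and 100% = clavulanate BLA inhibitor control wells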
NOD2 RIPK2 PPI: inhibitors of human NOD2-RIPK2 interaction | O43353 | CHO BLA complementation NOD2-RIPK2, CCF4 ratio | inhibition, % at 4.98 µM | 0.38% of 360,000 active; in the data active = inhibition above about 21%;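 also: 0% = vehicle only and 100% = reference blocker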
MC4R barr agon: agonists of human melanocortin 4 receptor (MC4R) beta-arrestin; P32245; 0.98% of 360,000 active; U2OS MC4R beta-arrestin complementation, luminescence; percent of melanotan II response, DMSO zero; activation, % at 8.9 µM;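 active = activation above a per-plate cutoff, the mean activation of sample wells on that plate plus 3 SD, cut at about 8% in these data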
* hit, by the source's call; . = no result given.

Sample of the layout (2 entries):
molecule,N-glyco inh,ABCB6 inh MLPCN,m5-HT2A agonist,SRC2 inh,Cardio protect,ABHD5 PLIN5 PPI,MC4R antag cAMP,TLR9-MyD88 block,NOD2 RIPK2 PPI,MC4R barr agon
Cc1c(C(=O)N2CC(C)OC(C)C2)oc2ccccc12 (configuration not stated),1,99,11,-1,-4,4,4,5,-9,0.6
COC(=O)C1CN(C(=O)C(C)Oc2ccc(F)cc2)c2ccccc2O1 (configuration not stated),4,99,8,-6,6,2,15,-10,-13,-0.4

This part in full, previewed entries included:
molecule,N-glyco inh,ABCB6 inh MLPCN,m5-HT2A agonist,SRC2 inh,Cardio protect,ABHD5 PLIN5 PPI,MC4R antag cAMP,TLR9-MyD88 block,NOD2 RIPK2 PPI,MC4R barr agon
Cc1c(C(=O)N2CC(C)OC(C)C2)oc2ccccc12 (configuration not stated),1,99,11,-1,-4,4,4,5,-9,0.6
COC(=O)C1CN(C(=O)C(C)Oc2ccc(F)cc2)c2ccccc2O1 (configuration not stated),4,99,8,-6,6,2,15,-10,-13,-0.4
CC(=O)Nc1ccc(N(CC(=O)NCC2CCCO2)C(=O)CCC(=O)Nc2cc(C)on2)cc1 (configuration not stated),1,96,3,-25,4,-2,13,-11,-1,-1.0
O=c1[nH]nc(N2CCOCC2)c(=O)[nH]1,1,95,0,-21,2,-2,12,-1,-2,-1.0
O=C(CNC(=O)C(c1ccccc1)c1ccccc1)N/N=C/c1ccc(O)c([N+](=O)[O-])c1,1,100,0,0,-2,5,9,-2,-3,-1.7
O=C(O)CN1C(=O)SC(Nc2ccccc2)C1=O (configuration not stated),1,99,-1,18,2,0,-1,0,0,-1.2
CCn1nc(C)c([N+](=O)[O-])c1C(=O)NNC(=O)c1ccc(Cl)cc1,0,91,0,2,-2,12,-7,-7,-5,0.4
O=C(CCc1ccccc1)OCCOC(=O)CCc1ccccc1,2,96,-1,-2,0,-2,2,-5,4,-2.3
COc1c(C(=O)Nc2nnc(C3CC3)s2)csc1Cl,-1,93,4,-66,-5,3,10,9,-5,-1.4
CCN1CCN(c2ccc(S(=O)(=O)N3CCCCC3)cc2NC(=O)Cc2ccccc2)CC1,0,92,-8,-21,10,-4,-1,3,2,-0.7
CCN(CC)S(=O)(=O)c1ccc(NC(=O)C(C)N(c2ccccc2)S(C)(=O)=O)cc1 (configuration not stated),-2,97,-1,-20,1,10,18,-8,13,-2.3
COc1cccc(C(=O)Oc2c(Br)cc(Br)cc2/C=N/NC(=O)c2cc(C)[nH]n2)c1,-8,92,-10,31,45,-4,17,-6,6,-2.2
CCCN(C(=O)c1cccs1)c1c(N)n(Cc2ccccc2)c(=O)[nH]c1=O,2,101,3,11,-7,3,-2,-6,4,-2.0
Cc1ccc(C(=O)N2c3ccccc3CC2C)o1 (configuration not stated),-5,82,0,-39,-5,-6,-2,-1,-16,-0.8
COc1cccc(CNc2nc(C(F)(F)F)nc3ccccc23)c1,-3,97,-3,16,-16,4,-7,-4,0,3.9
O=Cc1cn(CC(=O)N2CCCCC2)c2ccccc12,0,98,2,-16,14,-3,23,-7,3,2.4
CCOC(=O)C1CCN(CCCSc2ccc(C)cc2)CC1,2,102,-1,-8,1,-5,14,-7,0,1.0
Cc1ccc2[nH]c(SCC(=O)N3CCOCC3)nc2c1C,0,96,3,-28,-1,-4,1,7,-113,-1.8
Cc1nn(C)cc1/C=N/NC(=S)Nc1ccc(Cl)cc1Cl,-2,94,6,12,-7,-4,0,5,2,-1.3
CN(C)c1ccc(C(=S)N2CCN(Cc3ccccc3)CC2)cc1,0,94,-3,13,-6,6,8,6,-5,-3.1
CNC(=O)Cc1nc2ccccc2n1CC(=O)Nc1cc(C)cc(C)c1,1,97,4,-25,0,3,-4,-4,-13,-2.9
Cc1cc(-c2n[nH]c(=S)n2-c2ccccc2C)cs1,3,97,4,-7,2,-5,6,2,2,-1.8
N#Cc1ccc(OCC(=O)N/N=C2/CC(c3ccccc3)Oc3ccccc32)cc1 (configuration not stated),-3,88,-3,-10,23,-3,6,-1,5,7.1
O=C(NCc1ccccc1)c1ccc(Br)o1,2,94,6,-5,0,-2,4,1,3,-0.1
COc1cccc2cc(C(=O)C3=C(O)C(=O)N(c4cc(C)on4)C3c3cccs3)oc12 (configuration not stated),3,113,6,-5,20,9,2,2,-8,-2.9
O=C(Cn1cccc1C(=O)c1ccccc1)NCCCN1CCOCC1,-1,100,6,-23,-4,-1,6,-12,5,0.3
COc1ccccc1N1CCN(S(=O)(=O)c2ccc3c(c2)CC(C)N3C(C)=O)CC1 (configuration not stated),3,96,-1,12,-12,-1,3,6,3,-2.2
O=S(=O)(NCCc1ccc2c(c1)OCCO2)c1cccs1,2,97,0,13,5,1,7,4,-5,-1.2
CCCCNC(=O)N1c2ccccc2CC1C (configuration not stated),0,103,1,-17,-2,-6,1,9,-5,-0.9
COc1ccc(NC(=O)CSCC(=O)N(C)Cc2ccc3c(c2)OCCO3)cc1,1,96,-4,3,-4,-6,0,-24,-11,-1.9
CS(=O)(=O)c1cccc(C(=O)OCCCC(=O)c2ccccc2)c1,0,95,4,18,-5,5,-4,-11,0,-2.8
CCC(C)(C)NC(=O)C(c1ccccc1Cl)N(C(=O)CCC(=O)Nc1cc(C)on1)c1ccc(NC(C)=O)cc1 (configuration not stated),-1,100,-7,-15,-10,-8,-1,-5,-2,-1.7
Cc1ccc(Cl)cc1NC(=O)COC(=O)CC1CC2CCC1C2 (configuration not stated),0,81,5,19,6,-4,13,6,0,4.0
Cc1[nH]nc(NNC(=O)c2ccccc2)c1[N+](=O)[O-],-1,97,2,-2,4,0,-8,.,-1,-1.1
CCOc1ccc(C(=O)Cc2ccccc2)cc1,-2,94,1,-52,-2,-3,-1,-3,-3,-0.7
CC(C)Sc1nnc(Nc2ccccc2)s1,-3,94,-8,-67,-19,-3,6,5,2,-1.5
CCc1nc2c(OCc3c(C)noc3C)cccn2c1N(C)C(=O)c1ccccc1F,1,97,2,.,1,1,-6,.,-11,-0.7
CCCCc1nnc(NC(=O)CSc2nc(=O)cc(N)n2-c2cccc(C)c2)s1,-1,92,2,4,3,6,-3,1,4,0.3
Cc1ccc(S(=O)(=O)N2CCN(c3ccc([N+](=O)[O-])cn3)CC2)cc1,-2,101,-2,-22,2,5,4,-1,-2,-1.6
C/C(=N/NC(=O)CNC(=O)c1ccco1)c1ccco1,5,99,-1,-7,-1,6,-1,4,-5,-1.0
CCC(C(=O)OCC(=O)NC(=O)NC(C)(C)C)c1ccccc1 (configuration not stated),0,95,5,-12,-7,-3,28,-1,3,9.7*
O=S(=O)(c1cccc(-c2n[nH]c(=S)n2-c2ccc(OC(F)(F)F)cc2)c1)N1CCOCC1,2,103,-7,1,0,-12,9,-15,-5,-0.9
CC1=Nc2ccc(C)c3nc(C)cc(c23)N1c1ccc(C)cc1,3,108,10,-22,26,5,7,0,2,-1.1
CCOC(=O)c1ccc(S(=O)(=O)N2CCN(C(=O)c3nn(C)c(=O)c4ccccc34)CC2)cc1,1,89,0,17,9,3,7,5,-3,0.0
Cc1ccc(NS(=O)(=O)c2ccc(/C=C/C(=O)O)cc2)cc1Cl,6,97,6,5,-6,8,5,-7,-4,0.1
O=C(CN(Cc1ccc(F)cc1)C(=O)c1csnn1)NCc1ccc2c(c1)OCO2,1,102,-4,-8,6,-3,4,0,-3,0.5
O=C(c1ccco1)N(CCC(c1ccccc1)c1ccco1)Cc1ccccc1 (configuration not stated),-2,99,-3,4,6,22,8,-5,6,2.9
CCOc1ccc(OCCSc2nc3ccccc3[nH]2)cc1,1,99,0,-9,-22,2,7,3,1,4.0
Cc1onc(-c2ccccc2Cl)c1C(=O)NCCN1Cc2ccccc2C1=O,-2,98,-2,-6,3,-4,2,-4,1,-3.6
COc1ccc(C(=O)CSc2nc(=O)n(Cc3cccnc3)c3c2CCC3)cc1,-2,97,-3,-11,-3,-10,16,11,11,-1.9

Following part.
molecule,N-glyco inh,ABCB6 inh MLPCN,m5-HT2A agonist,SRC2 inh,Cardio protect,ABHD5 PLIN5 PPI,MC4R antag cAMP,TLR9-MyD88 block,NOD2 RIPK2 PPI,MC4R barr agon
COC(=O)[C@@]12C[C@@H](CC(=O)NCCCCc3ccccc3)C(=O)N(Cc3cccc4ccccc34)C1=CCC(C)(C)C2,.,.,-5,-2,.,11,.,.,-3,.
O=C(CCn1cccc1)Nc1nccs1,1,91,2,10,-5,-4,1,10,-4,-1.2
CCOC(=O)C1CCCN(C(=O)c2ccc3c(c2)OCO3)C1 (configuration not stated),2,101,6,2,1,4,0,-20,-4,-0.6
CCc1ccc2[nH]c(=O)c(C(c3nnnn3CC3CCCO3)N3CCCc4ccccc43)cc2c1 (configuration not stated),-3,95,2,2,7,-5,-5,-14,-5,3.1
Cc1ccc2cc3c(=O)n(C)cc(C=O)c3nc2c1,4,126,-2,-7,15,0,-2,1,2,-0.7
Oc1c(Br)cc(/C=N/NC(=S)NCC2CCCO2)cc1Br (configuration not stated),2,103,5,-7,-3,-4,-3,-4,-3,-1.4
O=C(CCNS(=O)(=O)c1ccccc1)N1CCCC1,0,100,-8,-56,4,-8,7,-7,-2,-3.4
Cc1cccc(NC(=S)N(CCCN2CCOCC2)C(C)c2cc3ccccc3o2)c1C (configuration not stated),-3,97,-3,-10,4,-3,23,-4,-7,-0.9
O=C(Nc1cccc(Cl)c1)c1ccc(Cn2cc(Cl)cn2)cc1,0,101,-3,-12,-2,-13,0,-10,0,-1.9
CCCn1c(SCC(=O)Nc2nc(C)cs2)nnc1-c1cccnc1,-1,99,1,-18,8,3,8,-3,-8,2.0
CCCCN(CCCC)C(=O)C1CC=CCC1C(=O)O (configuration not stated),-1,87,-3,-23,-6,-2,-6,6,-11,-0.3
COc1ccc(Cc2noc(CN(C)CC(O)c3ccccc3)n2)cc1OC (configuration not stated),1,93,0,2,0,-9,9,5,0,-1.9
O=C1CC(N2CCN(S(=O)(=O)c3ccc(Cl)cc3)CC2)C(=O)N1CCc1ccccc1 (configuration not stated),-2,100,-6,-33,-4,-2,2,-4,-21,1.1
c1cn2c(-c3ccoc3)cncc2n1,3,108,-3,7,0,23*,9,.,-10,-1.7
Cc1cc(Oc2ccc(=O)n(C)n2)nc(SCC(N)=O)n1,-1,101,2,-5,3,1,7,-5,-8,-1.4
CN1CCN(c2ccc(CNC(=O)c3cccc4c(-c5ccc(F)c(F)c5)coc34)cc2)CC1,-10,94,-12,.,-11,19,7,.,2,0.7
COC(=O)CCc1c(C)c(C(=O)c2ccco2)c2ccccn12,0,97,6,-18,9,5,7,0,4,-2.0
c1coc(CNc2nc3ccccc3n2CCN2CCOCC2)c1,-1,102,-1,1,4,-5,17,1,-5,1.6
Clc1ccc(-c2cn3c(n2)CCC3)cc1,-1,95,6,-42,-13,-2,-1,-8,-10,0.6

Bioassay records: PubChem BioAssay, several laboratories

These rows are one share of the data; count on the stated rates, not on these rows.
